# From PubChem
# PAX8 reporter – PAX8 transcriptional activity inhibition; AID 652154; inhibition, % at 12.6 µM; RMG-I TPO-luciferase reporter, SteadyGlo, 24 h; 360,000 tested, 1.2% active;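 active = mean replicate inhibition at least 60% with every replicate also reaching 60%; inconclusive = only one of the two criteria is met; inactive = mean below 60% and not all replicates reaching 60%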;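 also: luciferase light reporting Pax8 driven TPO promoter activity; plate controls were median of neutral control wells for no effect and mitoxantrone controls for full effect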
# ARNT TACC3 PPI – disrupts binding between human ARNT and TACC3. 390,000 tested, 0.66% active. Q9Y6A5. AlphaScreen His-ARNT PAS-B/GST-TACC3 binding, luminescence; TACC3 fragment carries E629A point mutation. AID 623870. inhibition, % at 9.99 µM;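 active = mean inhibition of replicates at least 50% and at least half of replicates each reaching 50%; inconclusive = half or more replicates reach 50% but mean below 50%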;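 also: 0% = complete ARNT plus TACC3 wells and 100% = ARNT alone without TACC3; many hits fall short of the cut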
# CFTR F508del cor – CFTR F508del correction in bronchial cells; AID 720511; activity (quench increase), % at 7.58 µM; CFBE cells, YFP halide quenching; stimulated with forskolin plus potentiator P3; % fluorescence drop versus neutral controls; 350,000 tested, 0.36% active;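 active = mean added fluorescence quench of at least 8% versus neutral control, with both replicates also reaching 8%; inconclusive = only one of the mean or replicate conditions met; inactive = mean below 8% and not both replicates reaching 8%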;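 also: cells transiently co-express mutant CFTR-F508del with the halide-sensitive YFP; corrector assay measuring rescue of mutant channel to the surface after 24 h compound exposure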
# EWS-Fli inh – EWS/Fli transcriptional activity inhibition | A673 NR0B1-luciferase reporter, viability-normalised | inhibition, % at 12.6 µM | 350,000 tested, 0.67% active | AID 651661;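 active = mean inhibition of at least 50% after viability correction, with every replicate also passing that limit; inconclusive = mean reaches 50% but only one of two replicates passes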;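 also: firefly luciferase signal divided by Alamar Blue viability fluorescence both relative to DMSO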
# GSIS activator – GLuc luminescence reporter in INS-1E cells, primary screen for activators of glucose-dependent secretion of insulin. INS-1E GLuc reporter insulin secretion, 2-3 h. activation, % at 16.6 µM. 370,000 tested, 0.61% active;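 active = lowest replicate activation of at least 40%, so every replicate reaches that level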;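 also: 0% = median of neutral control wells and 100% = median of IBMX positive control wells; some compounds called inactive have numbers as strong as hits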
# Xi reactivation – activators of X-chromosome reactivation in mouse fibroblasts; XiGFP mouse fibroblasts, % GFP-positive cells imaging, 3 d; cells co-treated with 5-aza-dC sensitizer; scaled so ellipticine positive control = 100%; activation, % at 7.58 µM; 360,000 tested, 0.055% active;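 active = mean normalized replicate activation at least 10% and every replicate at or above 10%; inconclusive = only one of the two criteria met; inactive = mean below 10% and not all replicates reach 10%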;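 also: 0% = median of on-plate neutral control wells and 100% = ellipticine 6 µM median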
#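 assay system = SV40-immortalized XiGFP fibroblast cells, line 68-5-11 | buffer or medium = DMEM plus 5-aza-dC sensitizer | doses = single-point pinned compound dosing | times = 3-day compound exposure, then 15 min fixation at room temperature | benchmarks = positive control ellipticine, 6 µM final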
# ERp5 block – ERp5 (human) disulfide isomerase inhibition. inhibition, % at 9.99 µM. ERp5 insulin aggregation, absorbance 650 nm, 90 min. 350,000 tested, 0.05% active;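 active = mean replicate inhibition above about 25%, with every replicate also reaching it, limit read from the data, passing the limit was not always enough; inconclusive = only one of those two criteria met; inactive = neither criterion met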
# Target sequence (Q15084 whole entry, looked up): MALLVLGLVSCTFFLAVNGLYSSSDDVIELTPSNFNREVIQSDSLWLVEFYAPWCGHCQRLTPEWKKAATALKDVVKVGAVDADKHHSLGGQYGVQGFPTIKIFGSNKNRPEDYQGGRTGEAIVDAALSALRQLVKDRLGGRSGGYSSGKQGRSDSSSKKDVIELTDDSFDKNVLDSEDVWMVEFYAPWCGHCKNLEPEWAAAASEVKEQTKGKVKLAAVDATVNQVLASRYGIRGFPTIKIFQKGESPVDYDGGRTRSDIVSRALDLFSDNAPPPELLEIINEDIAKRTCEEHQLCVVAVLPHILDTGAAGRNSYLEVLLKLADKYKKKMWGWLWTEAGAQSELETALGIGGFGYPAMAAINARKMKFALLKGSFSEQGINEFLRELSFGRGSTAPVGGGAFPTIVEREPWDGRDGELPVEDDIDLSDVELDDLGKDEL
# DENV2 CPE rescue – protects cells from dengue virus 2 cytopathic effect; DENV2-infected cells, cytopathic effect rescue, plate reader; CPE inhibition, % at 9.99 µM; 350,000 tested, 1.7% active; in the data active = CPE inhibition above about 20%, passing the limit was not always enough; inconclusive = no clear call, values can overlap the other calls; tested in BHK-21 cells;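 also: 0% = median of neutral control wells and 100% = median of positive control wells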
# Starred values were filed as active, the others as inactive; ? = inconclusive; . = not tested or not shown.
SMILES,PAX8 reporter,ARNT TACC3 PPI,CFTR F508del cor,EWS-Fli inh,GSIS activator,Xi reactivation,ERp5 block,DENV2 CPE rescue
CCC(Oc1cccc(Cl)c1)C(=O)N1CCCN(C)CC1 (stereo not drawn),14,-1,1.9,.,-12,0.3,4,-7
O=C(c1cc(-c2ccc(F)cc2)on1)N1CCN(c2ccc(F)cc2)CC1,12,-8,2.1,0,9,0.3,0,3
C[C@@H]1CCCCO[C@@H](CN(C)S(=O)(=O)c2ccc(Cl)cc2)[C@@H](C)CN([C@H](C)CO)C(=O)c2cc(NS(=O)(=O)c3cn(C)cn3)ccc2O1,-2,-7,-0.2,-6,4,-0.6,2,-2
CC(C)NC(=O)Nc1ccc2c(c1)CC(=O)N([C@H](C)CO)C[C@@H](C)[C@H](CN(C)S(=O)(=O)c1cn(C)cn1)O2,-20,-5,-1.0,3,0,0.0,-3,1
COc1cccc(S(=O)(=O)Nc2ccc3c(c2)[C@H]2C[C@@H](CC(=O)NCc4ccc(Cl)cc4)O[C@@H](CO)[C@H]2O3)c1,35,-1,-1.8,11,-9,0.3,-4,-3
Cc1ccccc1Cn1c(=O)n(CC2CCC(C(=O)NCCc3ccccc3)CC2)c(=O)c2ccccc21 (stereo not drawn),-3,-5,.,8,.,0.0,1,17
COc1ccc(CC(=O)N2CCc3ccccc3C2)cc1,-19,3,-1.5,-7,-11,0.0,1,-4
CC(C)CCNC(=O)CCCCn1c(=O)[nH]c2ccsc2c1=O,4,-6,1.0,7,-8,0.2,?,-5
O=C(CCCc1ccccc1)NCc1ccc(Cl)cc1,-4,-9,-2.5,10,-2,0.3,3,-5
CN(C(=O)CSc1nnc(-c2ccc3c(c2)OCO3)o1)C1CCS(=O)(=O)C1 (stereo not drawn),3,-4,1.1,-3,8,0.0,-5,5
O=C1C(Cl)=C(NCCc2ccccc2)C(=O)c2ccccc21,-13,41,-8.4,-14,-38,0.8,-1,5
Cc1onc(-c2ccccc2)c1C(=O)Nc1ccccc1NC(=O)c1c(-c2ccccc2)noc1C,-5,-9,-1.4,12,6,0.0,2,1
O=C(O)C[C@H]1c2cc(F)ccc2S(=O)(=O)N1Cc1ccccc1,24,-2,0.6,1,3,0.0,7,-19
COC(=O)C[C@H]1CC[C@H]2[C@@H](COc3ccc(NC(=O)c4ccccc4F)cc3C(=O)N2C)O1,-29,.,0.1,.,4,0.3,-6,9
CCCCN(C(=O)C1CC(=O)N(c2ccc3c(c2)OCCO3)C1)c1c(N)n(CCC)c(=O)[nH]c1=O (stereo not drawn),-9,-8,-3.1,2,.,0.3,-4,11
CC(=O)N/C(=C/c1ccccc1)C(=O)N1CCCCC1,-1,-1,.,.,-6,0.0,.,.
CCNC(=O)C[C@H]1C=C[C@@H](NC(=O)C2CCOCC2)[C@@H](CO)O1,-19,.,0.9,.,0,-0.6,-7,-5
Cc1c(C(=O)OCC(=O)NCCN2C(=O)CSC2=O)oc2c1ccc1ccccc12,-5,-7,.,-3,-13,-0.1,1,-5
O=C(c1ccccn1)N1CC(=O)N2[C@H](CO)[C@@H](c3ccc(C#CCc4ccccc4)cc3)[C@@H]2C1,.,.,-3.2,.,-9,0.3,3,11
CCN(CC)S(=O)(=O)c1ccc(C2CNC(=O)C2)cc1 (stereo not drawn),-1,-8,1.8,7,-1,0.4,11,-6
CCCCNC(=O)C1(C)CCC(=O)N1C1CCN(Cc2ccccc2)CC1 (stereo not drawn),-5,.,1.2,-13,-2,-0.1,0,16
Cc1ccc(NC(=O)CSc2nc3ccccc3c(=O)n2CCCC(=O)NCCCN2CCOCC2)cc1,4,-4,-0.9,8,-4,0.1,1,-1
N#Cc1ccc(N2CCN(C(=O)c3cccc(F)c3)CC2)c(F)c1,8,2,-0.3,2,7,0.0,2,-3
COc1cc(/C=C\C(=O)OCn2nnc3ccccc3c2=O)cc(OC)c1OC,-16,4,3.6,-2,.,-0.1,-7,-3

# A different layout for 2 compounds above.
molecule	PAX8 reporter	ARNT TACC3 PPI	CFTR F508del cor	EWS-Fli inh	GSIS activator	Xi reactivation	ERp5 block	DENV2 CPE rescue
CCCCN(C(=O)C1CC(=O)N(c2ccc3c(c2)OCCO3)C1)c1c(N)n(CCC)c(=O)[nH]c1=O (stereo not drawn)	-9	-8	-3.1	2	.	0.3	-4	11
Cc1c(C(=O)OCC(=O)NCCN2C(=O)CSC2=O)oc2c1ccc1ccccc12	-5	-7	.	-3	-13	-0.1	1	-5

# (listing goes on)
SMILES,PAX8 reporter,ARNT TACC3 PPI,CFTR F508del cor,EWS-Fli inh,GSIS activator,Xi reactivation,ERp5 block,DENV2 CPE rescue
COc1ccc(OC)c(N2C(=O)c3ccccc3C2c2nnnn2-c2ccc3c(c2)OCCO3)c1 (stereo not drawn),-12,.,-5.4,0,-11,5.6,-3,?
COc1cccc(C#Cc2ccc([C@@H]3[C@@H](CO)N4C(=O)CN(S(=O)(=O)c5ccccc5C)C[C@@H]34)cc2)c1,1,.,5.9,1,5,0.0,1,-8
CC(/C=C/c1ccc2c(c1)OCO2)=N\NC(=O)C(O)c1ccccc1 (stereo not drawn),-5,-1,-2.0,-8,.,0.0,.,1
O=C1N(c2cccc3ccccc23)C(c2ccccc2)N2CCCN12 (stereo not drawn),-6,4,.,.,7,0.1,.,.
CNC(=O)CSc1nnc(-c2cc(C)cc(C)c2)o1,.,18,0.3,-2,2,.,-1,1
CN1CCC(OC2c3ccccc3CCc3ccccc32)CC1,11,.,1.6,-4,.,1.5,4,-5
CCCCCCCCN1C(=O)[C@H](CC(=O)NCc2ccc(OC)c(OC)c2)C[C@@]2(C(=O)OC)CCCCC=C12,8,.,6.3,8,.,0.0,-2,6
COc1ccccc1CNC(=O)c1ccc(-c2ccccc2C(F)(F)F)o1,-9,-2,-0.6,-4,-25,0.0,-3,1
COc1ccc(N2CCN(C(=O)NCc3ccc(C)cc3)CC2)cc1,-1,-1,0.3,0,-9,0.0,-1,-5
CC(C)CC1(C(=O)NCCN2CCOCC2)C=CCN1C(=O)c1ccccc1 (stereo not drawn),-3,7,0.0,1,2,0.0,-6,?
COc1ccccc1NC(=O)NCc1ccco1,2,-5,-1.1,6,7,0.0,6,5
O=C(Nc1ccc(Oc2ccc(Cl)cc2)c(Cl)c1)c1cc(I)cc(I)c1O,1,-4,-1.5,-15,6,-0.1,-4,43*
CCC(=O)N1CC2(CN(Cc3cccnc3)C2)c2c(n(C)c3cc(OC)ccc23)[C@H]1CO,.,.,-1.1,5,15,0.6,6,-7
c1ccc2c(c1)OCc1cn[nH]c1-2,0,-3,-0.9,-12,.,0.0,-3,-6
COC1CC(C)C(OC)c2cc(O)cc(c2O)NC(=O)C(C)=CC=CC(C)C(OC(N)=O)C(C)=CC(C)C1OC (stereo not drawn),15,1,1.6,23,.,0.0,6,1
C/C=C/c1ccc(C2[C@@H]3CN(S(=O)(=O)c4ccccc4)C[C@H]2N3)cc1 (stereo partly drawn),1,.,1.5,30,10,0.1,5,8
CO[C@@H]1CN(C)C(=O)c2cc(NC(=O)Nc3ccccc3Cl)ccc2OC[C@H](C)NC[C@@H]1C,.,6,-3.0,1,7,0.0,-2,7
C[C@H](CO)N1C[C@H](C)[C@@H](CN(C)C(=O)c2ccc(F)cc2)Oc2ncc(C#CC3CC3)cc2C1=O,.,-2,3.0,-3,6,0.0,10,-5
Cc1ccccc1CC(=O)Nc1sc(C(C)C)cc1C(=O)N1CCOCC1,8,-3,-1.7,-2,-10,0.0,6,-3
Cc1sc2ncnc(N)c2c1C,-5,-6,2.5,25,9,0.1,-3,2
CC(O)(c1ccc(F)c(F)c1)c1nc(-c2csc3ccccc23)cs1 (stereo not drawn),1,.,-3.3,4,-25,-0.1,-2,6
COC(=O)Cn1c2ccc(Cl)cc2c2nc(C)sc21,7,-3,.,1,12,0.1,1,-6
Cc1ccc(C(=O)N2CCn3c(C)ccc3C2C)cc1 (stereo not drawn),17,-4,-1.2,-2,-1,0.5,3,-1
CN(c1ccc(OCCOc2ccccc2Cl)cc1)S(=O)(=O)c1ccccc1,2,6,8.1*,-5,-22,0.2,-3,?
COc1ccc(C(=O)N2CCN(c3ccc([N+](=O)[O-])c(NCCc4ccc(OC)c(OC)c4)c3)CC2)cc1,55,-8,.,.,-46,0.1,.,.
Cc1cc(Cl)ccc1OCC(=O)N(Cc1cccs1)C1CCS(=O)(=O)C1 (stereo not drawn),3,-17,2.4,2,-19,0.4,2,2
O=C(CN1C(=O)C2C3C=CC(C3)C2C1=O)Nc1ccc2nccnc2c1 (stereo not drawn),-11,1,-1.1,-12,0,1.0,1,16
COc1ccc(S(=O)(=O)Nc2cc(C(=O)NCCCOC(C)C)ccc2N2CCOCC2)cc1,-8,-4,3.5,-3,7,0.0,-4,9
C[C@@H]1CN([C@H](C)CO)C(=O)c2cc(NC(=O)CCC(F)(F)F)ccc2O[C@@H]1CN(C)C,-12,-3,-1.1,-5,0,-0.3,-6,1
CC1C(=O)N(Cc2cn(Cc3ccco3)nn2)CCS(=O)(=O)N1Cc1ccc(-c2ccc(F)cc2Cl)cc1 (stereo not drawn),18,.,-3.8,-4,-12,0.3,5,0
COc1ccc(CNC(=O)C[C@H]2CC[C@H](NC(=O)c3ccc4c(c3)OCO4)[C@H](CO)O2)cc1,6,-10,-0.8,1,-6,-0.1,0,-4
CCC(=O)N[C@H]1CC[C@@H](CC(=O)NCC2CCCCC2)O[C@H]1CO,0,-2,-2.1,-5,16,0.0,-1,4
Cc1ccc(S(=O)(=O)NCc2c(-c3ccccc3)noc2C)cc1,9,.,-0.2,0,2,0.0,0,1
O=C(NCc1ccc2c(c1)OCO2)c1ccc(CSCc2ccc(Cl)cc2)o1,7,-4,.,.,-36,0.0,.,.
Cc1noc(C)c1S(=O)(=O)Nc1ccc2c(c1)C(=O)N([C@@H](C)CO)C[C@@H](C)[C@H](CN(C)C(=O)NC(C)C)OCCCC[C@H](C)O2,-40,-4,-2.7,-11,3,0.4,-4,-7
COc1ccc2c(Cl)c(C(=O)OCC(=O)c3ccc4c(c3)NC(=O)CO4)sc2c1Cl,-19,2,-2.7,-8,0,0.1,-1,-2
COC(=O)c1cc(S(=O)(=O)NCC2CCN(C(=O)C(=O)c3cc4ccccc4o3)CC2)cs1,10,.,-0.3,4,-5,0.0,-16,1
CC12COC3(C(=O)Nc4ccc(F)cc4)CC1CCC32C (stereo not drawn),3,-7,.,.,18,0.3,.,.
COc1ccc(C(CCNCc2ccc(N(C)C)cc2)C(C)C)cc1 (stereo not drawn),2,5,1.8,39,.,0.1,9,-23
CO[C@H]1CN(C)C(=O)c2cc(NC(=O)C3CC3)ccc2OC[C@H](C)N(C(=O)CN(C)C)C[C@@H]1C,.,-5,1.2,2,10,0.2,-2,-10
CCOC(=O)c1cc(-c2ccc(F)cc2)n(CC(=O)Nc2nccs2)c1C,4,19,-0.5,5,-15,0.2,0,-5
Cc1ccc(S(=O)(=O)c2nc(-c3ccccc3)oc2NCCCN2CCOCC2)cc1,16,-2,3.8,-7,-16,0.2,-8,0
CC(C)(C)n1nc2c(c1NC(=O)COc1ccc(F)cc1)CS(=O)(=O)C2,6,-2,-5.1,.,32,0.0,-5,2
O=C(CSc1ncnc2ccccc12)Nc1cccc(S(=O)(=O)N2CCCC2)c1,28,-1,-2.4,-30,-14,0.0,3,-3
COc1ccc(Nc2nnc(-c3ccc(C(N)=O)cc3)c3ccccc23)cc1,9,51*,-4.1,-7,-5,0.0,-4,-3

# Rows were taken by chance; 4.2% or so of the library scored in one or more.
